BioA inh – BioA (M. tuberculosis) enzyme inhibition. inhibition, % at 9.99 µM. hit rate 0.096% among 360,000. AID 602481. purified M. tuberculosis BioA enzyme, plate reader; in the data active means inhibition above about 40%
GDH-TPI counter – GDH-TPI coupled enzyme inhibition counter-screen; GDH-TPI coupled enzyme counterscreen, NADH absorbance; inhibition, % at 4.8 µM; hit rate 1.2% among 360,000; AID 588335; in the data active means inhibition above about 30%;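 further: 0% = DMSO wells and 100% = wells lacking the enzyme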
FadD28 binding – blocks FadD28 binding to the bisubstrate probe; inhibition, % at 12.5 µM; AID 588549; fluorescence polarization; hit rate 0.22% among 360,000; in the data active means inhibition above about 8.5%, passing the limit was not always enough
Vc quorum ag – inducers of Vibrio cholerae quorum light production without autoinducers; V. cholerae BH1578 lux reporter, luminescence, 6 h; activation, % at 18.7 µM; hit rate 0.16% among 350,000; in the data active means activation mostly above about 9.7%, no sharp cut-off; further: not every result past the cut was called active; inactives centre near 0; reference of the scale not given here
TcdB GH inh – TcdB glycohydrolase inhibition; AID 652162; TcdB glycohydrolase enzymatic assay, plate reader; hit rate 0.24% among 350,000; P18177; inhibition, % at 9.99 µM; in the data active means inhibition above about 10%
Y pestis TopoI – inhibitors of Yersinia pestis topoisomerase I | hit rate 0.064% among 360,000 | activity, % at 10 µM | Y. pestis Topo-I cleavage product accumulation, plate reader; in the data active means activity above about 50%, passing the limit was not always enough; further: inactives centre near 2
FBA Mtb inh – inhibits M. tuberculosis FBA enzyme; AID 588726; hit rate 2.3% among 360,000; purified M. tuberculosis FBA, fluorescence read-out; inhibition, % at 1 µM; in the data active means inhibition above about 27%;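 further: 0% = vehicle and 100% = reference inhibitor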
Target sequence (P9WQA3 whole entry, looked up): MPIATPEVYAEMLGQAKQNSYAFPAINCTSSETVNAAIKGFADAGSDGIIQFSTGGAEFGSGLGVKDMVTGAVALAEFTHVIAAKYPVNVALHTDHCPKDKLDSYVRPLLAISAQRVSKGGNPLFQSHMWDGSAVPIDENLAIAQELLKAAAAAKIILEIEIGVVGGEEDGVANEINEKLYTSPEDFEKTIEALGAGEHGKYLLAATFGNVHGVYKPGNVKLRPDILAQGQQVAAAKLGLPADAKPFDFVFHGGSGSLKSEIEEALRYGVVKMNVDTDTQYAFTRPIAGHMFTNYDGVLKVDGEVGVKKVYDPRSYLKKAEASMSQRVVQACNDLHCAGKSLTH
PfHsp40 rescue – rescue of PfHsp40-mediated yeast toxicity; S. cerevisiae expressing PfHsp40, growth rescue, ATP luminescence; growth rescue, % at 12.5 µM; hit rate 0.68% among 340,000; in the data active means growth rescue above about 28%, passing the limit was not always enough;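 further: yeast W303a lacking pdr1 and pdr3 grown in galactose medium; growth measured after three days at 30 °C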
Mtb UGM inh – Mtb UDP-galactopyranose mutase inhibition; purified UGM, fluorescence polarization probe displacement; inhibition, % at 10 µM; hit rate 0.06% among 320,000; in the data active means inhibition above about 10%, passing the limit was not always enough
Target sequence (P9WIQ1 whole entry, looked up): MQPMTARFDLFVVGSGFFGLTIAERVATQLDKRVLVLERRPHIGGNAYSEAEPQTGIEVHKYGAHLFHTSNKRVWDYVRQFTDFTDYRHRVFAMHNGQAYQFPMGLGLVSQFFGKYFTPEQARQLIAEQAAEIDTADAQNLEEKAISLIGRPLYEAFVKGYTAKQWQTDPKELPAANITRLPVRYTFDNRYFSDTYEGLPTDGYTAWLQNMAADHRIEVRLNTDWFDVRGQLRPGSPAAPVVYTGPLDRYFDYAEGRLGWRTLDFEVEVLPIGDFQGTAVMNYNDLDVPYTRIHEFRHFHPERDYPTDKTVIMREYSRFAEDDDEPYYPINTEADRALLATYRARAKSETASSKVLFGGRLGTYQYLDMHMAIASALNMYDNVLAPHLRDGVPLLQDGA
* = called active by the depositor.

For O=[N+]([O-])c1ccc(Cl)c(Cl)c1Cl the results were BioA inh -0.1, GDH-TPI counter 3.5, FadD28 binding -1.2, Vc quorum ag -0.3, TcdB GH inh 1.2, Y pestis TopoI -3.4, FBA Mtb inh 2.8, PfHsp40 rescue -1.8 and Mtb UGM inh 1.0.
For COc1cccc(CNC(=O)Cn2cc([N+](=O)[O-])cn2)c1 the results were BioA inh -0.7, GDH-TPI counter 18.6, FadD28 binding 1.6, Vc quorum ag inactive, TcdB GH inh 1.1, Y pestis TopoI 2.9, FBA Mtb inh 2.2, PfHsp40 rescue -1.8 and Mtb UGM inh -1.0.
For Cc1ccc(S(=O)(=O)N2CCN(C(=O)COC(=O)COc3ccc(Cl)c(C)c3)CC2)c(C)c1 the results were BioA inh -1.1, GDH-TPI counter 2.9, FadD28 binding -0.4, Vc quorum ag -1.5, TcdB GH inh 0.7, Y pestis TopoI 3.4, FBA Mtb inh 5.2 and PfHsp40 rescue 0.0.
`CN(C)S(=O)(=O)c1ccc(C(=O)NCc2nnc(SCC(=O)N3CCCCCC3)o2)cc1` gave BioA inh 2.3, GDH-TPI counter -8.4, FadD28 binding 0.8, Vc quorum ag inactive, TcdB GH inh -0.3, Y pestis TopoI 3.4, FBA Mtb inh 2.0, PfHsp40 rescue 1.3 and Mtb UGM inh 0.3.
NC(=O)C1CCN(C(=O)CNC(=O)c2ccc(Br)o2)CC1 was read as BioA inh -0.7, GDH-TPI counter 2.9, FadD28 binding -0.1, Vc quorum ag -0.9, TcdB GH inh 0.8, Y pestis TopoI 4.1, FBA Mtb inh 0.1, PfHsp40 rescue 0.5 and Mtb UGM inh -1.4.
`O=C(CSc1ncccc1C(=O)O)c1ccc2ccccc2c1` gave BioA inh 1.1, GDH-TPI counter 10.8, FadD28 binding -4.2, Vc quorum ag -2.9, Y pestis TopoI 7.1, FBA Mtb inh -1.4, PfHsp40 rescue -0.8 and Mtb UGM inh 0.1.
Screening CSC1=NC(C)(C)CC2(C)Nc3ccccc3N12 (configuration not stated) returned BioA inh -1.1, GDH-TPI counter 16.1, FadD28 binding 0.6, Vc quorum ag -0.2, TcdB GH inh -0.7, Y pestis TopoI 3.7, FBA Mtb inh -3.0, PfHsp40 rescue 0.5 and Mtb UGM inh 2.8.
COc1ccc(S(=O)(=O)n2cccc2)cc1OC was read as BioA inh 1.0, GDH-TPI counter -3.1, FadD28 binding -0.9, Vc quorum ag -1.0, TcdB GH inh 1.6, Y pestis TopoI -9.2, FBA Mtb inh 1.2, PfHsp40 rescue 0.3 and Mtb UGM inh -0.7.
`COc1cc(OC)c(OC)cc1NC(=O)CC1COc2ccccc2O1` (configuration not stated) gave BioA inh 1.7, GDH-TPI counter -9.1, FadD28 binding -2.8, Vc quorum ag -0.7, Y pestis TopoI -11.0, FBA Mtb inh 1.4, PfHsp40 rescue -1.4 and Mtb UGM inh 2.0.
`CCN(CC)C(=O)[C@H]1C[C@H](CC(=O)NCCCN(C)C)C(=O)N2CCc3c([nH]c4ccc(Cl)cc34)[C@]12C` gave BioA inh -1.3, GDH-TPI counter 10.4, FadD28 binding -1.9, Vc quorum ag inactive, TcdB GH inh 0.3, Y pestis TopoI -14.0, FBA Mtb inh 2.7 and PfHsp40 rescue -0.9.
For CCCS(=O)(=O)c1nc(S(=O)(=O)c2ccc(C)cc2)c(N2CCN(CCO)CC2)s1 the results were BioA inh -2.8, GDH-TPI counter -8.2, FadD28 binding -2.4, Vc quorum ag -0.2, TcdB GH inh 1.4, Y pestis TopoI -7.9, FBA Mtb inh -2.0, PfHsp40 rescue -0.3 and Mtb UGM inh 2.1.
Screening c1ccc2c(CN3CCCCCC3)c[nH]c2c1 returned BioA inh -1.3, GDH-TPI counter 6.4, FadD28 binding -1.9, Vc quorum ag -0.1, TcdB GH inh 0.3, Y pestis TopoI 1.2, FBA Mtb inh 0.5, PfHsp40 rescue -0.5 and Mtb UGM inh -2.0.
Screening COc1ccc(C(=O)NCC(=O)OCC(=O)Nc2cc([N+](=O)[O-])ccc2F)cc1 returned BioA inh -0.5, GDH-TPI counter -7.6, FadD28 binding -3.2, Vc quorum ag inactive, TcdB GH inh 3.5, Y pestis TopoI 1.9, FBA Mtb inh -6.9, PfHsp40 rescue -1.1 and Mtb UGM inh 1.2.
For Cc1ccc(-c2ccc(=O)n(CCC(=O)NCc3ccccn3)n2)cc1 the results were BioA inh 7.4, GDH-TPI counter -13.0, FadD28 binding -2.4, Vc quorum ag -3.1, Y pestis TopoI 10.9, FBA Mtb inh 4.4, PfHsp40 rescue -1.5 and Mtb UGM inh -1.5.
Screening CN(CC(=O)Nc1ccc(Cl)c(S(=O)(=O)N(C)C)c1)Cc1ccccc1 returned BioA inh -2.4, GDH-TPI counter 1.5, FadD28 binding -1.1, Vc quorum ag 1.3, TcdB GH inh 0.6, Y pestis TopoI 22.1, FBA Mtb inh 53.1*, PfHsp40 rescue -0.2 and Mtb UGM inh -0.2.
COc1ccc(C(=O)Nc2ccc(S(=O)(=O)NC(C)=O)cc2)cc1 was read as GDH-TPI counter -12.6, FadD28 binding -3.7, Vc quorum ag -0.2, Y pestis TopoI 2.7, FBA Mtb inh 2.8, PfHsp40 rescue 0.0 and Mtb UGM inh 4.1.
For COc1ccc(CNc2nc3ccccc3n2Cc2ccc(C)cc2)cc1OC the results were BioA inh 5.7, GDH-TPI counter 7.0, FadD28 binding -4.5, Vc quorum ag -0.2, Y pestis TopoI 9.8, FBA Mtb inh 0.5, PfHsp40 rescue 0.6 and Mtb UGM inh 1.6.
For O=C(NCc1ccccc1)c1cc(=O)c2ccccc2o1 the results were GDH-TPI counter 9.7, FadD28 binding -1.9, Vc quorum ag -0.5, TcdB GH inh -0.6, Y pestis TopoI -6.9, FBA Mtb inh 2.9, PfHsp40 rescue 2.9 and Mtb UGM inh -0.9.
Screening Cc1ccc(N2CC(C(=O)N3CCN(C(=O)c4ccco4)CC3)CC2=O)cc1 (configuration not stated) returned BioA inh 2.3, GDH-TPI counter 9.4, FadD28 binding -0.1, Vc quorum ag inactive, Y pestis TopoI 5.8, FBA Mtb inh 3.3, PfHsp40 rescue 0.2 and Mtb UGM inh -1.7.
`CCCc1cc(-c2nc(-c3ccc(Cl)cc3)cs2)ccn1` gave BioA inh -1.5, GDH-TPI counter 6.7, FadD28 binding -2.9, Vc quorum ag inactive, Y pestis TopoI 23.7, FBA Mtb inh 1.1, PfHsp40 rescue 0.7 and Mtb UGM inh -2.2.
`CCC(=O)Oc1ccc2c(C)cc(=O)oc2c1C(=O)CC` gave BioA inh -0.1, GDH-TPI counter 7.7, FadD28 binding -1.1, Vc quorum ag -0.6, TcdB GH inh -0.5, Y pestis TopoI -0.4, FBA Mtb inh 7.7, PfHsp40 rescue 0.5 and Mtb UGM inh 2.2.
Screening CCOC(=O)C1CCCN(CC(=O)Nc2nc(-c3ccccc3)cs2)C1 (configuration not stated) returned BioA inh -2.4, GDH-TPI counter 7.3, FadD28 binding -0.2, Vc quorum ag inactive, TcdB GH inh -0.4, Y pestis TopoI 3.3, FBA Mtb inh 3.8, PfHsp40 rescue 0.4 and Mtb UGM inh 0.8.
CC(C)(C)OC(=O)N1CCN(C(=O)c2cccnc2Cl)CC1 was read as GDH-TPI counter -2.2, FadD28 binding -0.1, Vc quorum ag -1.1, TcdB GH inh 0.3, Y pestis TopoI -1.2, FBA Mtb inh 5.6, PfHsp40 rescue -0.5 and Mtb UGM inh -0.1.
Screening Cc1ccc(S(=O)(=O)N2CCN(C(=O)CN3C(=O)CNC3=O)CC2)cc1 returned BioA inh -0.2, GDH-TPI counter -3.5, FadD28 binding -3.9, Vc quorum ag inactive, TcdB GH inh 1.1, Y pestis TopoI 3.5, FBA Mtb inh -4.0, PfHsp40 rescue -0.4 and Mtb UGM inh -3.1.

Two neighbouring entries out of the list so far, for reference:
CC(C)(C)OC(=O)N1CCN(C(=O)c2cccnc2Cl)CC1 was read as GDH-TPI counter -2.2, FadD28 binding -0.1, Vc quorum ag -1.1, TcdB GH inh 0.3, Y pestis TopoI -1.2, FBA Mtb inh 5.6, PfHsp40 rescue -0.5 and Mtb UGM inh -0.1.
Screening Cc1ccc(S(=O)(=O)N2CCN(C(=O)CN3C(=O)CNC3=O)CC2)cc1 returned BioA inh -0.2, GDH-TPI counter -3.5, FadD28 binding -3.9, Vc quorum ag inactive, TcdB GH inh 1.1, Y pestis TopoI 3.5, FBA Mtb inh -4.0, PfHsp40 rescue -0.4 and Mtb UGM inh -3.1.

Following part:
N#C/C(=C\c1cn[nH]c1-c1ccc(Cl)cc1)C(=O)NC1CC1 was read as GDH-TPI counter 13.6, FadD28 binding -2.3, Vc quorum ag -0.4, Y pestis TopoI 0.4, FBA Mtb inh -2.2, PfHsp40 rescue 1.8 and Mtb UGM inh -0.9.
Screening COc1ccccc1C(c1nnnn1Cc1ccccc1)N1CCN(c2nc3ccccc3s2)CC1 (configuration not stated) returned BioA inh -0.7, GDH-TPI counter -0.8, FadD28 binding 1.0, Vc quorum ag 0.4, Y pestis TopoI 3.1, FBA Mtb inh 10.4, PfHsp40 rescue 1.4 and Mtb UGM inh -0.3.
Cc1ccc(C(=O)Oc2ccccc2N2CCOCC2)cc1 was read as BioA inh 0.5, GDH-TPI counter 2.6, FadD28 binding -3.2, Vc quorum ag -0.3, TcdB GH inh -0.2, Y pestis TopoI 7.9, FBA Mtb inh -5.0, PfHsp40 rescue 0.4 and Mtb UGM inh -0.9.
Screening Cc1ccccc1-n1nc(C)c2cc(C(=O)N3CCN(S(=O)(=O)c4ccccc4)CC3)sc21 returned BioA inh -1.6, GDH-TPI counter -4.3, FadD28 binding -3.0, Vc quorum ag -0.9, Y pestis TopoI 9.2, FBA Mtb inh 0.1 and PfHsp40 rescue -1.3.

Structures above that have an aryl methoxy group:
For COc1cccc(CNC(=O)Cn2cc([N+](=O)[O-])cn2)c1 the results were BioA inh -0.7, GDH-TPI counter 18.6, FadD28 binding 1.6, Vc quorum ag inactive, TcdB GH inh 1.1, Y pestis TopoI 2.9, FBA Mtb inh 2.2, PfHsp40 rescue -1.8 and Mtb UGM inh -1.0.
COc1ccc(S(=O)(=O)n2cccc2)cc1OC was read as BioA inh 1.0, GDH-TPI counter -3.1, FadD28 binding -0.9, Vc quorum ag -1.0, TcdB GH inh 1.6, Y pestis TopoI -9.2, FBA Mtb inh 1.2, PfHsp40 rescue 0.3 and Mtb UGM inh -0.7.
`COc1cc(OC)c(OC)cc1NC(=O)CC1COc2ccccc2O1` (configuration not stated) gave BioA inh 1.7, GDH-TPI counter -9.1, FadD28 binding -2.8, Vc quorum ag -0.7, Y pestis TopoI -11.0, FBA Mtb inh 1.4, PfHsp40 rescue -1.4 and Mtb UGM inh 2.0.
Screening COc1ccc(C(=O)NCC(=O)OCC(=O)Nc2cc([N+](=O)[O-])ccc2F)cc1 returned BioA inh -0.5, GDH-TPI counter -7.6, FadD28 binding -3.2, Vc quorum ag inactive, TcdB GH inh 3.5, Y pestis TopoI 1.9, FBA Mtb inh -6.9, PfHsp40 rescue -1.1 and Mtb UGM inh 1.2.
COc1ccc(C(=O)Nc2ccc(S(=O)(=O)NC(C)=O)cc2)cc1 was read as GDH-TPI counter -12.6, FadD28 binding -3.7, Vc quorum ag -0.2, Y pestis TopoI 2.7, FBA Mtb inh 2.8, PfHsp40 rescue 0.0 and Mtb UGM inh 4.1.
For COc1ccc(CNc2nc3ccccc3n2Cc2ccc(C)cc2)cc1OC the results were BioA inh 5.7, GDH-TPI counter 7.0, FadD28 binding -4.5, Vc quorum ag -0.2, Y pestis TopoI 9.8, FBA Mtb inh 0.5, PfHsp40 rescue 0.6 and Mtb UGM inh 1.6.
Screening COc1ccccc1C(c1nnnn1Cc1ccccc1)N1CCN(c2nc3ccccc3s2)CC1 (configuration not stated) returned BioA inh -0.7, GDH-TPI counter -0.8, FadD28 binding 1.0, Vc quorum ag 0.4, Y pestis TopoI 3.1, FBA Mtb inh 10.4, PfHsp40 rescue 1.4 and Mtb UGM inh -0.3.
